Screening results from PubChem BioAssay.
TROY NFkB inh: inhibitors of TROY-driven NF-kB signaling, primary screen, Q293 LMP1-TROYcd cells, NF-kB luciferase, uHTS; 360,000 tested, 0.98% active; inhibition, % at 10 µM; Q293 LMP1-TROYcd NF-kB luciferase reporter, 4 h; AID 1347056, 2019;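 active = compounds whose plate-normalised and pattern-corrected inhibition of the luciferase reporter signal at the single screening dose is 50% or more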
NR2F2 inh: NR2F2 transcriptional activity inhibitors, primary screen, cell-based, luciferase reporter, HEK293T, luminescence; COUP transcription factor 2 (Homo sapiens), P24468; HEK293T NGFI-A luciferase reporter; inhibition, % at 8.6 µM; 370,000 tested, 0.7% active; AID 686940, 2013;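 active = inhibition above a per-plate cutoff, mean inhibition of test wells between control levels plus 3 SD, cut at about 38% in these data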;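 also: cells cotransfected with COUP-TFII expression vector driving the NGFI-A reporter; 0% = median of COUP-TF2 test wells and 100% = reporter-only cells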
NCOA1 inh: SRC1 coactivator transcriptional activity inhibitors, primary screen, cell-based, luminescence; HEK293 GAL4-SRC1 luciferase reporter; Nuclear receptor coactivator 1 (Homo sapiens), Q15788; inhibition, % at 3.6 µM; 360,000 tested, 0.12% active;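 active = inhibition above the campaign mean plus 3 SD, with each screening campaign given its own cutoff, cut at about 60% in these data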;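 also: 0% = DMSO treated cells and 100% = gossypol at 36 µM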
TLR9-MyD88 inh: inhibitors of TLR9-MyD88 association in cells, primary screen, cell-based, CHO, BLA complementation, fluorescence; CCF4 FRET ratio; AID 504734, 2011; Toll-like receptor 9 (Homo sapiens) + Myeloid differentiation primary response protein …; inhibition, % at 4.98 µM; 340,000 tested, 0.21% active;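 active = inhibition above the mean over all tested compounds plus 3 SD, cut at about 21% in these data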;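 also: 0% = DMSO only wells and 100% = clavulanate BLA inhibitor control wells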
TWEAK-Fn14 inh: inhibitors of TWEAK-Fn14 signaling, primary screen, luciferase reporter cells, uHTS; 360,000 tested, 2% active; TWEAK-stimulated Fn14 reporter cells, luciferase luminescence, 8 h; inhibition, % at 10 µM; AID 1159606, 2016; in the data active = inhibition above about 50%
EBV LMP1 NFkB: EBV LMP1-driven NF-kappaB luciferase reporter inhibitors, primary screen, cell-based, luminescence, single point; LMP1-induced NF-kappaB luciferase reporter cells; inhibition, % at 12.5 µM; 350,000 tested, 0.69% active; in the data active = inhibition above about 41%;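 also: 0% = neutral control wells and 100% = reference inhibitor control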
NR5A2 inv ag: LRH-1 (NR5A2) inverse agonists, primary screen, cell-based, luminescence, HEK293T, StAR-luciferase reporter; inhibition, % at 3.6 µM; AID 602396, 2012; Nuclear receptor subfamily 5 group A member 2 (Homo sapiens), O00482; 360,000 tested, 0.13% active; LRH-1 transfected, 24 h;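 active = inhibition above the mean inhibition of all tested compounds plus 3 SD, cut at about 73% in these data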;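 also: 0% = DMSO wells and 100% = reporter-only cells lacking LRH-1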
NOD2-RIPK2 inh: NOD2-RIPK2 binding disruptors in cells, primary screen, fluorescence, CHO cells, BLA complementation | Receptor-interacting serine/threonine-protein kinase 2 (Homo sapiens), O43353 | CCF4 ratio | inhibition, % at 4.98 µM | 360,000 tested, 0.38% active; in the data active = inhibition above about 21%;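 also: 0% = vehicle only and 100% = reference blocker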
NCOA3 inh: SRC3 coactivator transcriptional activity inhibitors, primary screen, cell-based, luminescence. Nuclear receptor coactivator 3 (Homo sapiens), Q9Y6Q9. HEK293 GAL4-SRC3 luciferase reporter. inhibition, % at 3.6 µM. 360,000 tested, 0.17% active;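 active = inhibition above a per-campaign cutoff, the mean of all compounds plus 3 SD, cut at about 60% in these data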;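 also: 0% = DMSO-treated cells and 100% = gossypol-treated cells at 36 µM; higher means less SRC3-driven luciferase light from the GAL4 reporter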
Target sequence (Q9Y6Q9 whole entry, looked up, the tested form may be a part): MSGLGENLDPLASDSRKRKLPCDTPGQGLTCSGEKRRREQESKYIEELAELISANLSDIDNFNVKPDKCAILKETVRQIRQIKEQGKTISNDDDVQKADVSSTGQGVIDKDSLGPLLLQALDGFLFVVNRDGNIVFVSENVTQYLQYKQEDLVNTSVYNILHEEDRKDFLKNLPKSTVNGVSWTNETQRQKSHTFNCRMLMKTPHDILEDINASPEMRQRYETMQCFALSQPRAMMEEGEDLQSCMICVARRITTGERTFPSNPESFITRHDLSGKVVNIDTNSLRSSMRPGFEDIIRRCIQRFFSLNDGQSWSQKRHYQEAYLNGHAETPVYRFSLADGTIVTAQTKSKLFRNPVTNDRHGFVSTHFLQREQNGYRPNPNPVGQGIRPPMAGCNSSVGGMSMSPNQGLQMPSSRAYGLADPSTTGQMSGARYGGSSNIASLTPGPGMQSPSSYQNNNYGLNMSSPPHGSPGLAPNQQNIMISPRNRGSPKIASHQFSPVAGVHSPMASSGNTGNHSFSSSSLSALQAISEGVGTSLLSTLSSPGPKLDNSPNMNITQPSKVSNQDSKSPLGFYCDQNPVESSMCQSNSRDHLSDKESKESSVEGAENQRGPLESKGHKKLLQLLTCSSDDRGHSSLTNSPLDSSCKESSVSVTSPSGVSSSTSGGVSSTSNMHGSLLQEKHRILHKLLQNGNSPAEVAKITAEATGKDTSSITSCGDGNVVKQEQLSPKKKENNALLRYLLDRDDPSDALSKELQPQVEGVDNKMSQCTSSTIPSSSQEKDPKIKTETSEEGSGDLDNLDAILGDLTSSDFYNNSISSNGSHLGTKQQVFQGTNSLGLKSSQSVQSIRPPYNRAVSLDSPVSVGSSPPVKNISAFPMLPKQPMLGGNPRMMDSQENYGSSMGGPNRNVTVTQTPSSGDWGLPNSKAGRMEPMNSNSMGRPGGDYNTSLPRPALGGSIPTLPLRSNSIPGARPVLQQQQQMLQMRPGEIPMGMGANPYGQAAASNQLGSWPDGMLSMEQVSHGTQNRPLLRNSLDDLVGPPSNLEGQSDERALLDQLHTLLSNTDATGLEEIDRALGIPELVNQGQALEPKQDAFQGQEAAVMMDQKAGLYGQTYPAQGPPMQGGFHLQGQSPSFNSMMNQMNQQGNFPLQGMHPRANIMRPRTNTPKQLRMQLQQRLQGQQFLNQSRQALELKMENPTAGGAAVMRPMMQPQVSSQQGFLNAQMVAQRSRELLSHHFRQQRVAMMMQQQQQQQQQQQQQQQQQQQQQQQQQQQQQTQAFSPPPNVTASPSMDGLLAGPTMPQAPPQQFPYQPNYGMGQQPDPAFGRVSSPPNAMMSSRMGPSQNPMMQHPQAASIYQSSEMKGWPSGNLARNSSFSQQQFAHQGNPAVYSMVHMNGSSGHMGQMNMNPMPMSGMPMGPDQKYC
TRAIL sens C8: viability loss with TRAIL in NB7+C8 cells, primary screen, TRAIL sensitizer project, cell-based, ATPlite luminescence. AID 624354, 2012. 360,000 tested, 1% active. inhibition (viability loss, TRAIL sensitization), % at 10 µM;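 active = compounds causing at least 50% loss of cell viability in the single-dose screen, relative to plate controls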
SRC2 inh: inhibition of GAL4-SRC2 driven luciferase reporter, primary screen, SRC2 inhibitor project, cell-based, luminescence; HEK293 GAL4-SRC2 luciferase reporter; 370,000 tested, 0.17% active; AID 651957, 2012; inhibition, % at 9 µM; Nuclear receptor coactivator 2 (Homo sapiens), Q15596;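 active = inhibition above the mean inhibition of all tested compounds plus 3 SD, set per campaign, cut at about 52% in these data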;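 also: 0% = DMSO treated cells and 100% = cells given Gossypol at 36 µM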
Starred values were filed as active, the others as inactive; / = not tested or not shown. The list is partial; rates above refer to the full screens.

SMILES	TROY NFkB inh	NR2F2 inh	NCOA1 inh	TLR9-MyD88 inh	TWEAK-Fn14 inh	EBV LMP1 NFkB	NR5A2 inv ag	NOD2-RIPK2 inh	NCOA3 inh	TRAIL sens C8	SRC2 inh
O=C(c1ccccc1)c1ccc(Oc2ccc([N+](=O)[O-])cc2[N+](=O)[O-])cc1	-1	0	-9	0	44	4	0	1	-3	8	-11
COC(=O)c1ccc2c(=O)[nH]c(CCl)nc2c1	-2	-7	-24	16	4	-11	-3	-8	3	-1	15
C=CCn1c(O)c(N=Nc2ccccc2O)c2ccccc21	-2	-14	-21	8	0	-12	-22	15	11	-7	4
Cc1nnc(C)c2c(C)n(N)c(C)c12	-11	-5	3	/	19	/	11	3	12	-3	-14
CC(=O)Nc1cccc(C(=O)OCC(=O)NNC(=O)c2ccc([N+](=O)[O-])cc2)c1	-30	17	-17	2	9	-1	7	0	-16	12	-6
O=C1NC[C@H](CCCCN2CCN(CCC3CCCCC3)C(=O)C2=O)N(CCc2ccc(O)cc2)C1=O	8	-8	/	/	5	/	-11	-8	/	0	-10
Cc1cc(C(=O)NCCCN2CCN(c3cc(Cl)ccc3C)CC2)n(-c2ccccc2)n1	18	12	0	3	30	10	-20	-7	-23	10	18
CN1OC[C@@H]2CN(C(=O)c3ccco3)[C@H](c3ccc(-c4ccc(C#N)cc4)cc3)C[C@@H]21	14	1	-18	-3	-1	1	6	0	2	16	-29
CC(NC(=O)C(=O)NCCN1CCN(C(=O)c2ccccc2Br)CC1)c1ccccc1 (stereo unspecified)	-8	0	9	-1	5	3	5	3	13	21	-20
Cc1ccc(/C=N/N2CCN(Cc3cccc4ccccc34)CC2)s1	-25	19	-8	-8	-3	-7	6	8	8	-2	-6
COc1ccc(N(CC(=O)NCc2cccc(OC)c2)S(=O)(=O)c2c(C)noc2C)cc1	6	-5	2	-6	5	-16	18	0	8	-22	-1
O=C(O)c1cccc(S(=O)(=O)Nc2ccc3[nH]c(=O)[nH]c3c2)c1	8	10	-1	-9	-1	-3	-8	-4	12	-51	25
S=c1[nH]nc(NC2CCCCC2)s1	-29	-10	-5	8	-31	1	-24	-3	-23	2	-17
Cc1ccccc1-c1cc(-c2ccccc2O)n[nH]1	-57	-53	-97	-1	-26	-29	-138	-3	-90	2	-39
CCNc1nc(NC(C)CC)nc(Oc2ccc(=O)[nH]n2)n1 (stereo unspecified)	-2	-14	1	-9	87*	9	7	-1	1	-12	6
COc1ccnc(Nc2ccc(C)c(C)c2)c1C#N	-15	-8	-14	5	1	-5	5	-2	13	-22	10
CCC(=O)c1ccc(OCC(=O)Nc2ccc(S(=O)(=O)Nc3cc(C)nc(C)n3)cc2)cc1	7	-12	-4	-8	-1	-2	3	15	3	5	16
O=C(/C=C/c1ccccc1)N1CCN(c2c(Cl)cccc2[N+](=O)[O-])CC1	11	6	11	7	-8	-2	-7	-5	7	-9	13
COc1ccc(C(=O)NC(=O)COC(=O)CCS(=O)(=O)c2ccc(C)cc2)cc1	-17	13	-10	-4	-3	6	6	0	0	0	-27
Cc1ccc(-c2csc(NC(=O)Cc3ccc(F)cc3)n2)o1	25	-9	4	2	9	1	8	-5	12	2	-2
CC(C)c1nc(SCC(=O)Nc2ccc([N+](=O)[O-])cc2Br)n[nH]1	23	17	-13	7	0	3	-7	5	8	-16	-29
CCOC(=O)c1cc2c(ccn2C)n1CC(=O)N1CCCC(C)C1 (stereo unspecified)	13	-6	3	-2	5	6	2	-11	7	-14	-4
O=C(/C=C/c1ccccc1Cl)N(c1ccccn1)C1CCCCC1	9	10	-3	-5	-11	-10	-8	-8	3	1	-2
Cc1cc2c3c(c1)C1(C(=O)N3C(C)(C)CC2C)C(C#N)=C(N)OC2=C1C(=O)CC(C)(C)C2 (stereo unspecified)	35	-9	5	10	9	12	12	-2	10	-3	-10
N#C/C(=C\c1ccccc1[N+](=O)[O-])c1nc(C2CC2)cs1	-32	5	-16	8	15	-6	17	-7	-24	41	-11
COc1ccc(Cn2c(=O)cc(N)n(-c3ccccc3C)c2=O)cc1	0	12	1	/	12	/	21	-10	1	5	-40
CCOc1ccc(S(=O)(=O)Nc2nccs2)cc1	25	/	2	-9	0	2	-22	-4	-6	0	/
CCC(C)n1c(=N)c(C#N)cc2c(=O)n3ccccc3nc21 (stereo unspecified)	/	1	-6	-6	-8	7	5	-8	-7	-11	16
Cc1cc(S(=O)(=O)N2CCC(N3CCCCC3)CC2)ccc1-n1cnnn1	1	9	-50	2	4	-16	-11	-14	-1	-6	-20
CCOCCn1c(CN2CCN(c3ccc(OC)cc3)CC2)nc2c1c(=O)n(C)c(=O)n2C	3	-7	8	-6	-14	1	15	-8	-5	-5	-9
CN1CCN(CCCNC(=O)CCN2C(=O)COc3ccccc32)CC1	-20	-6	3	1	4	2	-3	1	-11	2	-6
COc1ccccc1NS(=O)(=O)c1ccc(C)c(C(=O)Nc2cc(C)on2)c1	-4	12	0	0	-3	3	-10	5	0	0	-14
COCCN1CCn2c(nc3cc(NS(C)(=O)=O)ccc32)C1	24	13	13	1	-3	2	8	-3	7	-14	-2
CNC[C@H]1OCc2cnnn2CCCC(=O)N([C@H](C)CO)C[C@@H]1C	11	2	11	/	-13	/	5	-4	13	4	6
CCCc1c2ccccc2nc2ccccc12	-26	20	8	3	7	8	-20	10	13	5	13
O=C(CCC1CCCC1)N1CCC(N2CCN(c3ccccc3)CC2)CC1	13	0	-14	-7	1	-2	9	-6	-3	13	-21
CCOc1ccc(CCNC(=O)c2nn(C)c3c2CS(=O)(=O)c2ccccc2-3)cc1	10	-1	4	5	-8	0	7	1	3	-10	-21
CN(C(=O)COC(=O)CCC(=O)c1ccc(F)cc1)C1CCCCC1	6	10	-3	-3	5	6	21	-10	-11	7	14
Cc1nc(-c2ccc3c(c2)OCCO3)cs1	-71	-30	-89	-2	2	4	-84	-1	-52	7	-86
CCCCCOc1ccc(CSc2ncn[nH]2)cc1	-55	-9	-46	2	-29	-21	-64	8	-41	9	-16
Cc1ccc(S(=O)(=O)NCC(=O)N2CCCCC2)cc1	-13	-4	14	3	1	-10	-9	-6	-33	-7	-10
COc1ccc(CCNC(=O)c2cc(-c3cc(Cl)cc(Cl)c3)oc2C)cc1	12	21	-4	5	8	-9	7	1	22	1	4
C=CCCC(=O)NC1CCCc2c1cnn2-c1ccccc1F (stereo unspecified)	-2	9	-55	9	0	4	12	1	-6	14	-9
CCOC(=O)c1ccc(NC(=O)NCCc2cnc[nH]2)cc1	0	-11	-9	-5	60*	-5	-11	-12	-18	-7	-36
CC1CC(C)CN(C(=O)c2cccc(N3C(=O)c4ccccc4C3=O)c2)C1 (stereo unspecified)	16	4	-34	-17	-17	4	-15	0	-1	1	20
CCc1nc(-c2ccc(C)nc2OC)no1	5	-4	-1	8	20	2	-2	0	11	-6	-6
Cc1nc(Cl)c(C#N)cc1-c1ccccc1	14	10	-7	-4	7	10	-7	-6	12	4	31
CN(C)c1nc(OCCNC(=O)Nc2ccccc2)nc(N2CCOCC2)n1	-24	6	-2	-5	-10	-4	18	-5	-3	-7	8
Cc1ccc(N2C(=O)CN=C2Nc2nc(C)cc(C)n2)cc1	-4	12	0	-6	5	-2	-14	-7	9	18	13
Cc1csc2nc(CSc3nc4ccccc4o3)c(Br)n12	-16	-17	-92	-11	-21	-9	-177	6	-59	-30	-35

Carrying on:
SMILES	TROY NFkB inh	NR2F2 inh	NCOA1 inh	TLR9-MyD88 inh	TWEAK-Fn14 inh	EBV LMP1 NFkB	NR5A2 inv ag	NOD2-RIPK2 inh	NCOA3 inh	TRAIL sens C8	SRC2 inh
C=CCNC(=S)Nc1ccc(F)cc1F	1	-7	1	1	-1	8	-4	-5	3	0	10
C=CCN(C(C)=O)C1CC(=O)N(c2ccc(OCCC)cc2)C1=O (stereo unspecified)	2	-8	-14	-9	1	0	18	-12	-8	1	-16
Cc1ccc(C)c(S(=O)(=O)Nc2ccc(C(=O)N3CCCCC3)cc2)c1	8	7	9	-18	11	-2	1	-20	4	1	-25
CCc1cccc(NC(=O)Cn2cc3c(n2)CCCC3)c1	-7	8	-1	-8	-14	1	12	5	5	3	-11
Cc1ccnc(NC(=O)c2ccc3c(c2)OCO3)c1	15	-15	-70	8	55*	13	-144	2	-55	77*	-36
COc1cccc(NC(=O)CN(C)C(=O)c2ccc3c(c2)C(=O)N(CCC(C)C)C3=O)c1	21	-2	9	-4	17	0	2	-5	14	-6	26
O=c1cc(CN2CCc3ccccc32)c2ccc(O)cc2o1	-4	17	-3	10	10	-6	7	6	1	-5	21
O=C(NCCOC(=O)c1ccc(Cl)c(S(=O)(=O)N2CCCCC2)c1)c1ccncc1	-10	/	11	0	7	-6	0	-6	4	15	/
O=C(NC1CCCCCC1)C1c2ccccc2C(=O)N1Cc1cccs1 (stereo unspecified)	15	11	11	-6	-7	-10	-6	-16	-10	-12	6
COC(=O)Cc1ccc(NC(=O)c2ccc(Br)o2)cc1	/	-20	-62	-2	10	-1	-99	3	-88	0	-2
CC1Cc2ccccc2N1C(=O)CN(C)S(=O)(=O)c1cccc2cccnc12 (stereo unspecified)	-1	9	-7	-14	15	4	0	-6	6	5	-38
Cn1c(=O)c(C(=O)CN2CCCc3ccccc32)c(N)n(Cc2ccccc2)c1=O	5	5	-21	0	-26	4	-12	-6	-4	-8	-3
O=C(O)c1ccc(N2C(=O)CC(N3C(=O)/C(=C/c4ccc(Cl)cc4)SC3=S)C2=O)cc1 (stereo unspecified)	4	2	16	-6	-6	0	-4	-14	11	10	-15
CC1CCN(S(=O)(=O)c2ccc3ncn(CC(=O)N(C)Cc4ccccc4)c(=O)c3c2)CC1	5	5	-3	-1	16	-14	0	3	-5	-8	-11
Cc1ccc(S(=O)(=O)N(C)c2ccc(C(=O)Nc3c(C)n(C)n(-c4ccccc4)c3=O)cc2)cc1	11	-5	-10	7	-21	3	14	-3	8	-1	-5
CC(=O)N1CCN(C(=O)CNC(=O)c2ccc(C)s2)CC1	-9	1	-12	4	12	-6	-2	-3	-2	-9	5
O=C(Nc1cccc(C(F)(F)F)c1)c1cccnc1N1CCN(c2ccccc2)CC1	-10	21	17	6	-20	6	23	-10	3	12	0
